All columns: NCI-60 one-dose screen, growth in % after 48 h at 10 µM unless noted; 100 = growth as untreated, 0 = no growth, -100 = all killed.
A498 – A498 renal cancer cells; 76,000 tested, 5.4% active
SF-539 – SF-539 CNS cancer | 81,000 tested, 6.8% active
NCI-H23 – NCI-H23 lung cancer; 80,000 tested, 4% active; AID 1794731
CAKI-1 – CAKI-1 renal cancer. 75,000 tested, 4.7% active. AID 1794772
U251 – U251 CNS tumor cells | 80,000 tested, 5.4% active
SNB-75 – SNB-75 CNS cancer; 79,000 tested, 5% active
SF-295 – SF-295 CNS cancer cells | 79,000 tested, 5.6% active
SF-268 – SF-268 CNS cancer cells. 82,000 tested, 3.1% active. AID 1794759
SNB-19 – SNB-19 CNS cancer cells; 81,000 tested, 2.5% active; AID 1794751
The depositor's hits bear a star; . = not tested or not shown. The calls were made as follows: active = growth percent below 10; inactive = the rest.

SMILES	A498	SF-539	NCI-H23	CAKI-1	U251	SNB-75	SF-295	SF-268	SNB-19
Nc1nc(Nc2ccc(Cl)cc2SSc2cc(Cl)ccc2Nc2nc(N)nc(C(Cl)(Cl)Cl)n2)nc(C(Cl)(Cl)Cl)n1	.	90	74	64	86	.	86	90	93
O=[N+]([O-])c1ccc(OCCCOc2ccc([N+](=O)[O-])cc2)cc1	87	134	87	56	92	97	93	97	98
Cc1ccc2cccnc2c1NCCCCCNC(C)C	100	.	100	89	105	85	96	93	98
COc1ccc(-c2nnc(SCC(=O)N3CCN(c4cc5c(cc4F)c(=O)c(C(=O)O)cn5C4CC4)CC3)n2-c2ccccc2)cc1	11	65	81	.	33	78	93	52	65
Cc1cc(C)c(/C=C(\C#N)c2nc3ccccc3s2)[nH]1	112	79	88	80	107	84	80	115	102
CCN(CC)c1ccc(/C=N/NC(=O)c2ccc(NS(C)(=O)=O)cc2)cc1	40	19	37	25	31	73	11	32	39
COc1ccc(/C=N/NC(=O)Cc2csc3nc(-c4ccc(Cl)cc4)cn23)c(OC)c1	.	105	91	98	95	105	97	96	102
COc1ccc(/C(=C\c2cc(OC)c(OC)c(OC)c2)C(=O)N2CCN(c3ccccc3)CC2)cc1	82	101	97	.	97	89	97	103	92
O=C(C[n+]1ccccc1)c1ccc2ccccc2c1O	106	101	95	98	97	104	97	98	101
CN1CCN(Cc2ccc(NC(=O)c3cncc(C#Cc4ncc5ncccn45)c3)cc2C(F)(F)F)CC1	89	77	85	93	87	53	.	106	98
CCOC(=O)c1cc(C(=O)c2ccc(OC)c(OC)c2)n2c1ccc1c3ccccc3ccc12	109	96	91	91	103	90	99	97	101
CCCCN1CCCC[C@@H]1C(=O)N[C@H](C(=O)N(C)[C@H](CCc1nc(C(=O)N[C@@H](Cc2ccccc2)C[C@H](C)C(=O)OC)cs1)C(C)C)C(C)C	61	83	60	.	84	75	49	84	58
CC(c1ccccc1)n1ccnc1CO (stereo not given)	.	106	97	89	99	92	96	107	98
CSc1cccc(NC(=O)Nc2ccccc2C(N)=O)c1	119	99	99	108	106	83	101	114	94
N#C/C(=C/c1ccc([N+](=O)[O-])cc1)c1nnc(NC(=O)c2ccc(-n3c(=O)[nH]c4ccccc4c3=O)cc2)s1	132	94	92	92	89	110	100	110	87
O=c1c2ccccc2ncn1-c1ccc(Cl)cc1	104	104	105	109	114	91	107	94	93
N#C/C(=C\c1ccc(-c2ccc(Cl)c(Cl)c2)o1)c1nc(-c2ccco2)cs1	94	101	87	81	.	71	99	97	100
CC(C)(C)Nc1c(-c2ccc(-c3ccccc3)cc2)nc2ncccn12	62	94	65	67	81	.	71	89	86
Cc1ccc(NC(=S)NC(=O)c2ccccc2)cc1NC(=S)NC(=O)c1ccccc1	99	63	84	.	50	38	44	27	76
Cc1nc(N)ncc1-c1ccc2ncnc(N3CCc4cc(F)c(Cl)cc43)c2c1	25	67	84	14	67	16	85	46	68
CCCCCCCCCCOC(=O)c1ccc(Cl)cc1	98	103	95	99	100	86	99	105	107
COc1ccc(/C=C2/C(=O)N(c3ccccc3)N=C2N)cc1	84	100	99	86	93	96	100	99	96
O=C(NNc1nc2cc(F)cc(F)c2n2cccc12)c1ncccn1	24	-0.2*	11	17	14	-7.9*	13	14	20
O=C1/C(=C\c2cccn2C/C=C/c2ccccc2)c2ccccc2N1c1c(Cl)cccc1Cl	82	105	96	75	87	75	91	87	88
Cc1ccc(-n2nnc(C3=NCCc4c3[nH]c3ccc(Cl)cc43)c2C)cc1	66	93	81	56	80	103	71	81	83
Cc1ccc(C(=O)Nc2ccc(CN3CCN(C)CC3)c(C(F)(F)F)c2)cc1C#Cc1cnc2cccnn12	-97*	-97*	-85*	-100*	-99*	-99*	-96*	-96*	-98*
c1ccc2c(N3CCOCC3)c3c(nc2c1)CCCC3	81	99	107	93	98	85	97	103	122
C[C@@H]1[C@H]2[C@H](C=C3[C@@H]4CC[C@H]5Cc6nc7c(nc6C[C@]5(C)[C@H]4C[C@@H](O)[C@@]32C)C[C@@H]2CC[C@H]3C4=C[C@@H]5O[C@@]6(CC[C@](C)(CO)O6)[C@@H](C)[C@@]5(O)[C@@]4(C)[C@H](O)C[C@@H]3[C@@]2(C)C7)O[C@]12CCC(C)(C)O2	-73*	3.3*	34	.	7.5*	-9.0*	-63*	31	25
COc1ccc(NCN2C(=O)c3ccccc3C2=O)cc1	66	94	90	79	89	62	100	85	101
BrCCCOc1ccc(Nc2ncnc3c2cnn3-c2ccccc2)cc1	.	92	91	98	95	93	107	86	98
C#C[C@]1(O)CC[C@H]2[C@@H]3CC=C4c5sc(Nc6ccncc6)nc5CC[C@]4(C)[C@H]3CC[C@@]21C	-52*	-61*	2.4*	-19*	2.0*	-49*	-71*	-16*	-37*
c1c2c(cc3c1CCCC3)CCCC2	92	98	105	96	94	87	101	106	97
COCC(=O)N[C@@H](Cc1ccc(-c2cc(Cl)cc(Cl)c2)cc1)[C@H](O)[C@@H](O)C(=O)O	88	102	98	.	99	86	104	102	101
COc1ccc(CSc2nc(-c3ccc(OCc4ccccc4)c(OC)c3)c(C#N)c(=O)[nH]2)cc1	.	97	101	91	105	104	99	97	98
COc1cc2c(c(OC)c1OC)C1(NCC2)C(=O)N(Cc2ccc(F)cc2)c2ccccc21 (stereo not given)	74	100	99	87	109	89	107	96	87
CCOC(=O)CNC(=O)CN(Cc1ccccc1)C(=O)[C@@]1(C)CCC[C@]2(C)[C@H]3C[C@H]4C(C(C)C)=C[C@]3(CC[C@H]21)[C@@H]1C(=O)OC(=O)[C@@H]14	110	92	47	88	44	82	49	93	68
CNC1(C#N)CCCCC1	106	111	104	.	119	94	112	130	101
CC(NCCN)c1ccccc1 (stereo not given)	75	100	91	98	91	94	96	102	100
O=S(=O)(Nc1nccs1)c1ccc(Nc2nc(O)c(/C=C3\C=Nc4ccccc43)s2)cc1	110	96	87	.	108	73	102	94	103
COc1cc(C(=O)N(C)C2CCCCC2)cc(OC)c1OC	82	102	99	100	101	92	111	101	99
CCCCCCCCCCCCCC(=O)OCC	90	104	101	101	100	99	109	96	106
COc1cc(C2NC(=O)NC(C)=C2C(=O)OC(C)C)ccc1OCc1ccccc1 (stereo not given)	72	85	95	66	86	65	74	90	83
Cc1ccc(C)c(S(N)(=O)=O)c1	91	94	100	96	104	87	89	103	105
CC(C)OC(=O)Oc1cc(Cl)c(Cl)cc1Cl	101	102	101	98	109	100	124	103	92
c1ccc(COc2ccc(-c3nc4cc5nc6ccccc6[nH]c5cc4n3)cc2)cc1	98	97	85	90	97	92	103	97	103
O=C(CN1C(=O)S/C(=C\C(Cl)=C\c2ccccc2)C1=O)NC1C=CS(=O)(=O)C1 (stereo not given)	97	1.6*	17	17	17	19	81	64	40
COc1ccc(-c2cc(C(=O)N3CC(C)OC(C)C3)on2)cc1OC1CCCC1 (stereo not given)	.	91	96	59	93	83	66	93	87
O=C(O)c1ccc(-n2cc(/C=N/Nc3ccc(F)cc3)c(-c3ccc(F)c(F)c3)n2)cc1	81	82	86	.	80	78	59	68	90
COc1ccc(NC2=C(I)C(=O)c3ncccc3C2=O)cc1	65	-30*	-44*	24	-48*	-93*	8.7*	15	19
CNC(=O)c1cc(-n2ccc3cc(NC(=O)c4ccc(N5CCOCC5)c(C(F)(F)F)c4)ccc32)ccn1	26	31	64	64	50	86	-3.1*	88	81
N#C/C(=C\c1c(-c2ccccc2)[nH]c2ccccc12)C(N)=O	74	71	85	63	80	33	100	97	90
CCOC(=O)CSC1=NC(c2cccc([N+](=O)[O-])c2)c2sc3ccc(Cl)cc3c2N1 (stereo not given)	93	104	91	84	97	89	101	96	100
COc1ccc(-n2nnc3c(sc4ncc(Cl)cc43)c2=O)cc1	97	92	104	90	102	90	.	93	105
COc1ccc(OC)c(NP2(=O)OCC(C)([N+](=O)[O-])CO2)c1 (stereo not given)	86	105	95	103	97	106	102	105	100
CC(=O)Nc1ccc(/C=C/c2cc[n+](C)cc2)cc1	117	105	103	90	96	86	.	114	94
Nc1nc(N)c(NC(=O)CNc2ccc(C(=O)O)cc2)c(N)n1	101	101	112	91	105	76	99	119	105
Cc1[nH]c2ccccc2c1CCNC(=O)c1cccs1	94	104	92	98	106	92	101	101	101
COc1ccc(/C=C(\C(=O)NCc2cccnc2)S(=O)(=O)c2ccccc2)cc1OC	51	15	37	36	32	54	58	29	38
COc1ccc2c(c1)oc1c2c2c(c3c4ccccc4n(C)c13)C(=O)NC2=O	81	95	92	72	101	81	104	88	92
COc1ccc(/C=C2\SC(=S)N(CCc3ccc(O)cc3)C2=O)cc1	100	96	104	88	97	86	104	90	99
(listing goes on)
SMILES	A498	SF-539	NCI-H23	CAKI-1	U251	SNB-75	SF-295	SF-268	SNB-19
Oc1ccc(Cl)c(Nc2ncnc3c2cnn3CC(Cl)c2ccc(Br)cc2)c1 (stereo not given)	99	29	66	18	53	3.7*	60	27	57
C(=N\c1nc(NCc2ccccc2)[nH]c1-c1ccccc1)/c1ccccc1	100	100	.	95	108	108	96	102	93
COc1ccc(C(C)=C(c2ccc(OCCN3CCCC3)cc2)c2ccc(OCCN3CCCC3)cc2)cc1	116	97	103	100	98	117	105	103	104
COc1cccc2c1-c1ccccc1C2=O	7.7*	-3.1*	43	.	18	18	9.8*	48	29
Cc1cnc2cc(Cl)ccc2c1Cl	106	101	103	101	97	.	107	118	101
Cc1nc2sc(C(=O)Nc3cccc(Br)c3)c(N)c2cc1C(=O)c1ccc(C(F)(F)F)cc1	109	56	75	80	59	55	68	79	82
COc1ccc(-c2nsc3c2NC(=O)CC3c2ccc(Cl)cc2)cc1 (stereo not given)	83	92	84	80	93	91	79	97	96
O=CNc1c(Cl)cc2c(c1Cl)Cc1cc([N+](=O)[O-])ccc1-2	86	68	58	82	78	66	77	79	87
CC(=O)n1cc(/C=C2\N=C(c3ccc(Cl)cc3)N(c3ccc(S(=O)(=O)Nc4nccs4)cc3)C2=O)c2ccccc21	75	91	89	.	56	92	86	83	68
Cc1c(O)cc(-c2cnc(Nc3ccccc3)s2)c(O)c1C	75	95	87	87	100	104	99	105	106
CC(=O)Nc1ccc(/C=C2\SC(=S)N(/C=C(\C(C)=O)C(N)=O)C2=O)cc1	101	92	97	98	90	82	94	96	100
Nc1nc2c(C(=O)Nc3ccc(Cl)cc3)c(Nc3ccccc3)nn2c(-c2ccc(Br)cc2)c1-c1nc2ccccc2s1	75	102	111	84	116	92	100	99	101
CN(C)c1ccc(/C=C/C#N)cc1	93	95	105	70	99	91	.	108	99
[2H]C([2H])([2H])Oc1cccc(/C=C/C(=O)/C=C(O)/C=C/c2cccc(OC([2H])([2H])[2H])c2OC([2H])([2H])[2H])c1OC([2H])([2H])[2H]	90	95	95	93	96	80	101	92	98
Cc1ccc2oc(=O)cc(-c3nnc(N)s3)c2c1	87	98	96	91	101	87	97	100	105

Part of the list above in order of count of non-hydrogen atoms, lowest first.
SMILES	A498	SF-539	NCI-H23	CAKI-1	U251	SNB-75	SF-295	SF-268	SNB-19
Cc1ccc(C)c(S(N)(=O)=O)c1	91	94	100	96	104	87	89	103	105
Cc1cnc2cc(Cl)ccc2c1Cl	106	101	103	101	97	.	107	118	101
Cc1ccc2oc(=O)cc(-c3nnc(N)s3)c2c1	87	98	96	91	101	87	97	100	105
O=CNc1c(Cl)cc2c(c1Cl)Cc1cc([N+](=O)[O-])ccc1-2	86	68	58	82	78	66	77	79	87
COc1ccc(NC2=C(I)C(=O)c3ncccc3C2=O)cc1	65	-30*	-44*	24	-48*	-93*	8.7*	15	19
CC(C)(C)Nc1c(-c2ccc(-c3ccccc3)cc2)nc2ncccn12	62	94	65	67	81	.	71	89	86
COc1ccc2c(c1)oc1c2c2c(c3c4ccccc4n(C)c13)C(=O)NC2=O	81	95	92	72	101	81	104	88	92
Cc1nc(N)ncc1-c1ccc2ncnc(N3CCc4cc(F)c(Cl)cc43)c2c1	25	67	84	14	67	16	85	46	68
CCOC(=O)c1cc(C(=O)c2ccc(OC)c(OC)c2)n2c1ccc1c3ccccc3ccc12	109	96	91	91	103	90	99	97	101
CN1CCN(Cc2ccc(NC(=O)c3cncc(C#Cc4ncc5ncccn45)c3)cc2C(F)(F)F)CC1	89	77	85	93	87	53	.	106	98
CCCCN1CCCC[C@@H]1C(=O)N[C@H](C(=O)N(C)[C@H](CCc1nc(C(=O)N[C@@H](Cc2ccccc2)C[C@H](C)C(=O)OC)cs1)C(C)C)C(C)C	61	83	60	.	84	75	49	84	58

The list continues.
SMILES	A498	SF-539	NCI-H23	CAKI-1	U251	SNB-75	SF-295	SF-268	SNB-19
CCCC(=O)Nc1ccc(OCC)cc1	85	95	111	102	101	107	104	105	102
CN1CCN(CC#CCN=C[C@]23CCC(C)(C)C[C@H]2C2=CC[C@@H]4[C@@]5(C)CCC(=O)C(C)(C)[C@@H]5CC[C@@]4(C)[C@]2(C)CC3)CC1	91	102	104	87	101	106	100	104	96
OCc1ccccc1O[C@@H]1O[C@H](CO)[C@@H](O)[C@H](O)[C@H]1O	95	111	107	98	108	100	111	111	106
COc1ccc(-c2cc(NC(=O)Nc3cccc(Cl)c3)no2)cc1	78	103	97	87	.	87	96	100	98
Cc1ccccc1OCC(O)COc1ccccc1C	102	96	404	80	86	112	98	99	95
Cn1cc(CC2CC(=O)N(c3ccccc3)C2=O)sc1=Nc1ccccc1 (stereo not given)	.	96	99	85	94	86	101	97	100
CC(=O)Nc1cccc(Oc2c(/C=N/NC(=O)Cn3c(=O)sc4ccccc43)c(C)nn2-c2ccccc2)c1	106	87	85	75	101	74	94	94	85
CN(C)/C=C1\CC2C(=O)N(/C(=C/N(C)C)c3ccncc3)C(N(C)C)N2C1=O (stereo not given)	85	100	98	85	95	83	86	100	98
O=[N+]([O-])c1ccc(/C=N/c2nnc(-c3ccccc3)o2)cc1	103	104	96	97	95	.	100	102	99
O=C(CSc1nc2ccccc2c(=O)[nH]1)NNC(=O)c1ccccc1	98	100	99	92	99	90	111	108	91
